PNC assembly inh: inhibitors of perinucleolar compartment assembly | actives 3.1% (n = 140,000) | activity change (PNC), negative = inhibition, % at 10 µM | AID 2417 | PC3M PTB-GFP, PNC prevalence imaging, 16 h; active compounds read low;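 active = readout at or below -70, meaning at least 70% loss of cells showing the perinucleolar compartment, a nuclear body marking cancer cells; inconclusive = readout between -30 and a set limit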;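 note: plate controls were DMSO wells for no effect and camptothecin positive control wells for full effect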
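PC3M cells stably expressing PTB-GFP, 750–1000 cells/well, treated 16 h at 37 °C with compound (23 nl of library stock), in duplicate. After paraformaldehyde fixation and Hoechst stain, imaged at 20x; PNC prevalence scored by image analysis.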
ALOX15B inhib: inhibitors of human 15-lipoxygenase 2 (ALOX15B) | O15296 | purified 15hLO-2, xylenol orange hydroperoxide absorbance | Potency, µM (titrated, usually from 57.1 µM), for inactives: top-dose activity change, negative = inhibition, hits mostly inhibitors | actives 0.56% (n = 110,000) | AID 881; note: potency is the fitted concentration of half-maximal effect; nearly all actives have a fitted effect of over 60% in size; many of its hits are not listed in these tables
Target sequence (O15296 whole entry, looked up): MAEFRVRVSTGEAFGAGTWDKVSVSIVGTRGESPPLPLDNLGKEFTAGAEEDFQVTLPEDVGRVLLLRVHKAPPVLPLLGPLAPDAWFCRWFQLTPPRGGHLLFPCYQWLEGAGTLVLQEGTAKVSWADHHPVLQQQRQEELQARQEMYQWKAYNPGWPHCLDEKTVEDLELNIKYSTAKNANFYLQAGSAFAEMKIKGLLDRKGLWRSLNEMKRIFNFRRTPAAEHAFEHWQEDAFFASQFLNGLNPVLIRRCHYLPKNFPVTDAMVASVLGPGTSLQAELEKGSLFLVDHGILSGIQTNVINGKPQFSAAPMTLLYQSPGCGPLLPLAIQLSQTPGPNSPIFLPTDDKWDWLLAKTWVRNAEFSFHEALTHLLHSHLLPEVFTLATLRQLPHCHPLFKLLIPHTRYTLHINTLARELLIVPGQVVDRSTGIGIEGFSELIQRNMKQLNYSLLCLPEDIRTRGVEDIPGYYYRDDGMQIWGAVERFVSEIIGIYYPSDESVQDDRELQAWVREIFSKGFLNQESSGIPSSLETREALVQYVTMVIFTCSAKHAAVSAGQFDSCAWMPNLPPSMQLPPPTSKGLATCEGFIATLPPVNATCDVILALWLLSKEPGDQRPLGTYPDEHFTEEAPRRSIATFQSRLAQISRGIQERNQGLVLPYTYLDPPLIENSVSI
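Read-out: hydroperoxide product oxidises ferrous iron, measured as xylenol orange complex via the 573-to-405 nm absorbance ratio after 30 min. Reaction: 50 nM enzyme, 15 min compound preincubation, 45 uM arachidonic acid, 90 min RT, Hepes pH 7.5 with Triton X-100.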
ALOX12 inhib: blocks human 12-lipoxygenase activity | P18054 | purified 12-hLO, xylenol orange hydroperoxide absorbance | Potency, µM (highest dose often 57.1 µM), for inactives: top-dose activity change, negative = inhibition, most hits filed as inhibitors | actives 0.12% (n = 150,000) | AID 1452; note: potency is the fitted concentration of half-maximal effect; nearly all actives have a fitted effect of over 55% in size; many of its hits are not listed in these tables
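Purified human 12hLO (150 nM final) was preincubated with compounds for 15 min at room temperature in 25 mM Hepes pH 7.0, 0.01% Triton X-100, then reacted with 40 uM arachidonic acid for 30 min. Hydroperoxide was detected with ferrous iron/xylenol orange.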
IMPase inh: membrane-permeable compound that blocks inositol monophosphatase | P97697 | CHO-M1 cells, IP1 accumulation, HTRF TR-FRET ratio | inhibition (IP1 accumulation), % at 46.1 µM | 120,000 tested, under 10 active; active = well fitted curve in the direction sought with a large enough effect in the signal ratio, not every such curve was filed as active; inconclusive = small, poorly fitted or top-dose-only effect, or a change in a side signal; inactive = no such curve, though single readings can be large or run the other way; the % refers to the signal ratio;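 note: cells stimulated with carbachol in lithium chloride buffer; plate controls were DMSO basal wells for no effect and reference inhibitor wells for full effect; higher means more IMPase inhibition seen as more IP1 and lower FRET ratio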
Target sequence (P97697 whole entry, looked up): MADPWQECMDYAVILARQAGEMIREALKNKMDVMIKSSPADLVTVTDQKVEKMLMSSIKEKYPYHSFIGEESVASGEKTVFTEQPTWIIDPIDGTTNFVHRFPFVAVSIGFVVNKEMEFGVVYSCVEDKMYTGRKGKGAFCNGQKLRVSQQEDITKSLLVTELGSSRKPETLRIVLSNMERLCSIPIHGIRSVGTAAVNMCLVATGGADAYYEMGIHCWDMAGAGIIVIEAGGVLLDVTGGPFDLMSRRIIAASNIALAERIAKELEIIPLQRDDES
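CHO-M1 cells (CHO stably expressing M1 receptor), compound up to 46 uM final, stimulated with carbachol (50 uM as added) in buffer with 50mM LiCl, pH 7.4, 30 min at 37C. Cytosolic IP1 read by TR-FRET; AC50 from Hill fits.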
Numbers without * were called inactive; ! = a repeat was not active; [ ] = dose if it differs, or a comment. Unless noted, calls come from the whole dose curve; as a rule, active = well fitted curve in the direction sought with a large enough effect; inconclusive = small, poorly fitted or top-dose-only effect, or another doubt; inactive = no such curve, though single readings can be large; an effect the other way counts as inactive or inconclusive. Unless noted, % is set by controls: 0 for no effect and ±100 for the full control effect.

The first 3 entries, to show the layout:
Screening O=C(Nc1nnc(CSCc2ccccc2F)s1)c1cccc([N+](=O)[O-])c1 returned PNC assembly inh -100*, ALOX12 inhib -2% and IMPase inh 0.
For Cc1cc(NC(=O)c2c(F)c(F)c(F)c(F)c2F)no1 the results were PNC assembly inh 40, ALOX15B inhib -9%, ALOX12 inhib -4% and IMPase inh -8.
For CCCCNC(=O)COC(=O)c1cc(C)nc2ccccc12 the results were PNC assembly inh inconclusive, ALOX15B inhib 2%, ALOX12 inhib 5% and IMPase inh 8.

The list itself (from the top)
Screening O=C(Nc1nnc(CSCc2ccccc2F)s1)c1cccc([N+](=O)[O-])c1 returned PNC assembly inh -100*, ALOX12 inhib -2% and IMPase inh 0.
For Cc1cc(NC(=O)c2c(F)c(F)c(F)c(F)c2F)no1 the results were PNC assembly inh 40, ALOX15B inhib -9%, ALOX12 inhib -4% and IMPase inh -8.
For CCCCNC(=O)COC(=O)c1cc(C)nc2ccccc12 the results were PNC assembly inh inconclusive, ALOX15B inhib 2%, ALOX12 inhib 5% and IMPase inh 8.
Screening O=Nc1c(O)[nH]c2c(F)cccc12 returned PNC assembly inh 41 and ALOX12 inhib 1%.
`Cn1c(SCc2nc(-c3ccccc3)no2)nnc1-c1cccs1` gave PNC assembly inh 56, ALOX12 inhib -7% and IMPase inh inconclusive.
For NC(=O)c1cc(-c2ccccc2)sc1NC(=O)Cc1ccc(S(=O)(=O)N2CCOCC2)s1 the results were PNC assembly inh 4, ALOX15B inhib -10%, ALOX12 inhib 2% and IMPase inh 2.
CC/C=C\C/C=C\C/C=C\CCCCCCCC(=O)O was read as ALOX15B inhib 14µM*!, ALOX12 inhib -5%[0.00818 µM] and IMPase inh -1.
For CCOC(=O)c1ccc(NC(=O)C23CCC(C)(C(=O)O2)C3(C)C)cc1 (stereo not given) the results were PNC assembly inh inconclusive, ALOX15B inhib 9%, ALOX12 inhib -6% and IMPase inh -7.
Screening CCOc1ccc2[nH]c(=O)c(C(c3nnnn3CC3CCCO3)N3CCc4ccccc4C3)cc2c1 (stereo not given) returned PNC assembly inh -26, ALOX15B inhib -16%, ALOX12 inhib -21% and IMPase inh 4.
Screening CCOc1ccc(-c2nc(-c3ccccc3C)no2)cc1 returned PNC assembly inh -22, ALOX15B inhib 5%[2.29 µM], ALOX12 inhib 2% and IMPase inh -4.
For c1ccc(-c2nnc3sc(CN4CCc5ccccc54)cn23)cc1 the results were PNC assembly inh 143, ALOX12 inhib -11% and IMPase inh 7.
Screening C=CCSc1nc2c(c(C3CC=CCC3)c1C#N)CCC2 (stereo not given) returned PNC assembly inh -20, ALOX12 inhib -3% and IMPase inh -8.
`CCCCn1c(/N=C/c2ccc3c(c2)OCO3)nc2ccccc21` gave PNC assembly inh inconclusive, ALOX15B inhib 51%[activator], ALOX12 inhib -2% and IMPase inh -5.
Screening O=C(COc1cccc(C(F)(F)F)c1)NCCCN1CCCC1=O returned PNC assembly inh -29, ALOX15B inhib -2%, ALOX12 inhib -5% and IMPase inh 1.
Cc1c(Cl)cccc1-c1ccc(/C=N/n2cnnc2)o1 was read as PNC assembly inh 17, ALOX15B inhib -11%, ALOX12 inhib -12% and IMPase inh -2.
CC(=O)Nc1cc(C(=O)N2CCN(C)CC2)ccc1Sc1ccc(C)cc1 was read as PNC assembly inh 0, ALOX15B inhib 14%, ALOX12 inhib 0% and IMPase inh -8.
Cc1cc(NC(=O)c2ccccc2)ncc1NC(=O)c1ccco1 was read as PNC assembly inh 20, ALOX15B inhib 3%, ALOX12 inhib -1% and IMPase inh 3.
Cc1ccc(S(=O)(=O)N2c3ccccc3-c3c(ssc3=S)C2(C)C)cc1 was read as PNC assembly inh inconclusive, ALOX12 inhib inconclusive and IMPase inh 23.
For CSc1nnc(-c2sc3cc(C(F)(F)F)cnc3c2-c2cccnc2)n1C the results were PNC assembly inh -13, ALOX15B inhib 5%, ALOX12 inhib 3% and IMPase inh 7.
Screening Cc1ccc(S(=O)(=O)n2ccc(-c3ccc(OCc4c(F)cccc4Cl)cc3)n2)cc1 returned PNC assembly inh -100*, ALOX12 inhib -4% and IMPase inh -15.
For Cc1ccc(-c2noc(/C=C/c3ccccc3)n2)cc1 the results were PNC assembly inh 10, ALOX15B inhib 19%, ALOX12 inhib 4% and IMPase inh 0.
Screening Cc1nc2cc(Nc3nnc(-c4ccccc4)c4ccccc34)ccc2n1C returned PNC assembly inh -28, ALOX15B inhib 5%, ALOX12 inhib -8% and IMPase inh 5.
CN1/C(=C\C(=S)NC(=O)c2cccc(Br)c2)C(C)(C)c2ccccc21 was read as PNC assembly inh -18, ALOX12 inhib 14µM* and IMPase inh -6.
Screening O=C(NCc1ccc2c(c1)OCO2)C1CC(c2cccc(Br)c2)=NO1 (stereo not given) returned PNC assembly inh 2, ALOX15B inhib -2%, ALOX12 inhib -11% and IMPase inh 2.
`COc1ccccc1NS(=O)(=O)c1cccc(C(=O)N/N=C/c2c(C)nn(-c3ccccc3)c2N2CCCC2)c1` gave PNC assembly inh -29 and ALOX12 inhib 1%.
Cc1nc2ccc(S(=O)(=O)NCC(=O)N3CCOCC3)cc2s1 was read as PNC assembly inh 12, ALOX15B inhib 0%, ALOX12 inhib 4% and IMPase inh inconclusive.
For CCC(=O)Nc1ccccc1-c1nnn(CC(=O)N2c3ccccc3CC2C)n1 (stereo not given) the results were PNC assembly inh inconclusive, ALOX15B inhib 1%, ALOX12 inhib 1% and IMPase inh -1.
Screening CC(=O)NC1C(=O)Nc2c(C)cc(C)cc21 (stereo not given) returned PNC assembly inh inconclusive, ALOX15B inhib -3%, ALOX12 inhib -3% and IMPase inh 2.
Screening CCOc1ccc(C(=O)NCCCN(CC)CC)cc1 returned PNC assembly inh -25, ALOX15B inhib -4%, ALOX12 inhib 3% and IMPase inh 5.
`CCOC(=O)COc1ccc(S(=O)(=O)N2CCN(c3ccccc3F)CC2)cc1` gave PNC assembly inh 15, ALOX15B inhib 10%, ALOX12 inhib -6% and IMPase inh 1.
For CC(C)=CCC1=C(OCC(=O)O)C(=O)c2ccccc2C1=O the results were ALOX15B inhib -9%[11.4 µM] and ALOX12 inhib -6%[11.4 µM].
For COc1ccccc1N1CCN(c2nc(N)c(C#N)c(CC#N)c2C#N)CC1 the results were PNC assembly inh 12, ALOX15B inhib -9%, ALOX12 inhib -1% and IMPase inh 5.
For CCOc1ccc(Cc2nc(-c3nonc3N)no2)cc1OCC the results were PNC assembly inh 45, ALOX15B inhib 0%, ALOX12 inhib 1% and IMPase inh 16.
For O=C(NC1CCCCC1)c1noc2c1CCCCC2 the results were PNC assembly inh inconclusive, ALOX15B inhib -2%, ALOX12 inhib 8% and IMPase inh 1.
For CC(C)NC(=O)Cn1c(=O)cnc2ccccc21 the results were PNC assembly inh inconclusive and ALOX12 inhib 5%.
For Cn1c(CCNC(=O)OC(C)(C)C)n[nH]c1=S the results were PNC assembly inh -11, ALOX15B inhib 1%, ALOX12 inhib -2% and IMPase inh 6.
O=C(Nc1cc(C(F)(F)F)ccc1N1CCOCC1)c1ccc[n+]([O-])c1 was read as PNC assembly inh -19, ALOX15B inhib -5%, ALOX12 inhib -2% and IMPase inh inconclusive.
Screening CC(=O)Nc1nc(SCCCc2ccccc2)n[nH]1 returned PNC assembly inh inconclusive, ALOX15B inhib 6%, ALOX12 inhib 4% and IMPase inh 2.
Cc1occc1-c1nnc(SCC(=O)Nc2ccc3c(c2)OCO3)n1CC1CCCO1 (stereo not given) was read as PNC assembly inh 18, ALOX15B inhib -7%, ALOX12 inhib -4% and IMPase inh 1.
`CCOc1cc(-c2noc(-c3cccnc3)n2)ccc1OC` gave PNC assembly inh inconclusive, ALOX15B inhib 2%, ALOX12 inhib -5% and IMPase inh -1.
`CCCS(=O)(=O)N1CCCC(C(=O)NCCN2CCC(Cc3ccccc3)CC2)C1` (stereo not given) gave PNC assembly inh -20, ALOX15B inhib 7%, ALOX12 inhib -3% and IMPase inh 10.
Cc1ccc(C2NC(=O)NC3=C2CCc2ccccc23)cc1 (stereo not given) was read as PNC assembly inh -2, ALOX15B inhib inconclusive, ALOX12 inhib -9% and IMPase inh 6.
For CCCCOc1ccc(S(=O)(=O)Nc2ccc(NC(C)=O)cc2)cc1 the results were PNC assembly inh inconclusive, ALOX12 inhib -2% and IMPase inh -6.
For O=C1Nc2ccccc2C(=O)C1(Cl)Cc1ccccc1 (stereo not given) the results were PNC assembly inh 36, ALOX15B inhib 25%, ALOX12 inhib -15% and IMPase inh -2.
For CCCn1nnnc1-c1cc(Cl)cc(Cl)c1 the results were PNC assembly inh -20, ALOX15B inhib 0%, ALOX12 inhib -1% and IMPase inh -2.
COC(=O)CSc1nnc(-c2ccc(S(=O)(=O)N3CCCC3)cc2)n1C was read as PNC assembly inh inconclusive, ALOX15B inhib -1%, ALOX12 inhib 2% and IMPase inh 13.
Screening CC1(C)Cc2c(sc3nc(-c4ccccc4)n(N)c(=O)c23)CO1 returned PNC assembly inh -6, ALOX15B inhib 6%, ALOX12 inhib 2% and IMPase inh 4.
`CCOC(=O)N1CCC(NS(=O)(=O)c2cc(Br)cnc2N)CC1` gave PNC assembly inh inconclusive, ALOX15B inhib 6%, ALOX12 inhib -5% and IMPase inh 11.
Cc1ccc(NC(=O)CN(C)S(=O)(=O)c2cccc3nsnc23)cc1 was read as PNC assembly inh inconclusive, ALOX15B inhib -4%[11.4 µM], ALOX12 inhib 10% and IMPase inh 5[1.84 µM].
For C/C(Cl)=C/CCl the results were ALOX15B inhib -11% and ALOX12 inhib -3%.
For O=C(Cc1ccccc1)N1CCC(c2nc(-c3ccc(F)cc3)no2)CC1 the results were PNC assembly inh inconclusive, ALOX15B inhib -6%, ALOX12 inhib -10% and IMPase inh 12.
`CC(C)(C#N)NC(=O)c1ccco1` gave PNC assembly inh -26, ALOX15B inhib -1%, ALOX12 inhib -3% and IMPase inh -8.
For Cc1ccc(C2CC(=O)Oc3cc4c(cc32)OCO4)cc1 (stereo not given) the results were ALOX15B inhib inconclusive and ALOX12 inhib -22%[0.00818 µM].
`CCOC(=O)N1CCN(C(=O)c2c(-c3ccccc3)noc2C)CC1` gave PNC assembly inh inconclusive, ALOX15B inhib 5%, ALOX12 inhib 1% and IMPase inh -1.
COc1ccc(C)cc1S(=O)(=O)N1CCC(C)CC1 was read as PNC assembly inh inconclusive, ALOX15B inhib -7%, ALOX12 inhib -4% and IMPase inh 8.
Screening CSc1nc2sc(-c3ccccc3)cc2c(=O)n1N returned PNC assembly inh 32, ALOX15B inhib 6%, ALOX12 inhib 6% and IMPase inh 0.
`Cc1ccc(S(=O)(=O)NCC(=O)N(c2ccccc2)C(C(=O)NCc2ccccc2)c2ccco2)cc1` (stereo not given) gave PNC assembly inh 0 and ALOX12 inhib -12%.
O=C(Nc1nnc(-c2ccc(Cl)cc2)o1)c1cccc(N2C(=O)CCC2=O)c1 was read as PNC assembly inh 5 and ALOX12 inhib -1%.
Screening O=C(c1cccc(-c2ccc(O)cc2)c1)N1CCOCC1 returned PNC assembly inh 18, ALOX15B inhib -5%, ALOX12 inhib 3% and IMPase inh -4.
Screening Cc1cc(C)cc(N=C2NC(=O)/C(=C/c3cccs3)S2)c1 returned PNC assembly inh inconclusive and ALOX12 inhib -22%.
`CCc1nnc(NC(=O)CSc2nnnn2-c2cccc(C(=O)OC)c2)s1` gave PNC assembly inh 12, ALOX15B inhib -9%, ALOX12 inhib 1% and IMPase inh -7.
COc1ccc(CNC(=O)COC(=O)C2CCN(S(=O)(=O)c3ccccc3C(F)(F)F)CC2)cc1 was read as PNC assembly inh 38 and ALOX12 inhib -2%.
For Cc1cc(=O)[nH]c(Sc2c(-c3ccccc3)c3ccccc3[nH]c2=O)n1 the results were PNC assembly inh -7, ALOX15B inhib 4%, ALOX12 inhib -12% and IMPase inh -15.

These rows are one share of the data. The share of hits here may be higher or lower than overall.
